Screening data (PubChem BioAssay)
Mdm2-MdmX inh = inhibitors of human Mdm2/MdmX interaction; actives 3% (n = 330,000); O15151+Q00987; inhibition, % at 8 µM; SaOS-2 split-luciferase Mdm2/MdmX complementation, luminescence; AID 485346;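 active = inhibition of at least 50% at 8 µM in the primary screen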
Target sequence (O15151 whole entry, looked up): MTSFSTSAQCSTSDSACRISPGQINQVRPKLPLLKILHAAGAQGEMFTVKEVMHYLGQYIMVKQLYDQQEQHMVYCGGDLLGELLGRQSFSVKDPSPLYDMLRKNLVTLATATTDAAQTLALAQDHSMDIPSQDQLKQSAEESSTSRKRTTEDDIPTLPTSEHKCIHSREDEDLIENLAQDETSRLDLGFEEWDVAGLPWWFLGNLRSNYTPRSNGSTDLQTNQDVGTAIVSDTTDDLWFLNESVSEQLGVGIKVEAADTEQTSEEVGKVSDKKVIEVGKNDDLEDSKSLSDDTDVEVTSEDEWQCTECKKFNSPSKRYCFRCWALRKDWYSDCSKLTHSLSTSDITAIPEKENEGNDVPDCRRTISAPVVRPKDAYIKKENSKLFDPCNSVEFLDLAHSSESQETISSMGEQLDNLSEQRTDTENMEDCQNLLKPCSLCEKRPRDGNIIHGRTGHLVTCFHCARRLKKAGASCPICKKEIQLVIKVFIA
Target sequence (Q00987 whole entry, looked up): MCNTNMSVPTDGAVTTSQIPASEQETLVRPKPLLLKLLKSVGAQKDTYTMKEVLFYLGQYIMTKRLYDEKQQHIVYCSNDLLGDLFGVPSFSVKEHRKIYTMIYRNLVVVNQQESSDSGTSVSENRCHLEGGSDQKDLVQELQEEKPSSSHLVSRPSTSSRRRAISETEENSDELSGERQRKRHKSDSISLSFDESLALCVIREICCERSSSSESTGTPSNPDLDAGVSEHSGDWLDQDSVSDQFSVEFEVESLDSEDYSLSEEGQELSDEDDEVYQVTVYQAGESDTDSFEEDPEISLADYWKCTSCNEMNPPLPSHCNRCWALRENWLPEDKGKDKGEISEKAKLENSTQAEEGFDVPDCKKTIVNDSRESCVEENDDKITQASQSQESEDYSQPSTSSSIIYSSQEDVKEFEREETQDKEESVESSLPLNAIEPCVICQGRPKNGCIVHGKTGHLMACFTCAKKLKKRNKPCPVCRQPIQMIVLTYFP
UPR XBP1 act = activators of adaptive arm of unfolded protein response (XBP1); actives 0.33% (n = 330,000); activation, % at 20 µM; CHO-XBP1 luciferase reporter, IRE1-XBP1 UPR activation, luminescence; percent of tunicamycin response, DMSO as zero;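 active = versus positive control, 20 µM dose yields 30% or more activation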;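 note: 100% = tunicamycin at 10 µg/mL and 0% = DMSO only wells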
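incubation = overnight seeding at 37 °C, 6 h compound treatment at 37 °C | assay system = CHO-XBP1 cells stably carrying IRE1-XBP1-driven luciferase reporter | input = 1000 cells per well | detection = luciferase luminescence | dosing = single point, 20 µM final compound, 1% DMSO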
TIM10 inh = growth inhibitors of TIM10 yeast strain. S. cerevisiae TIM10 strain growth, BacTiter-Glo luminescence, 24 h. inhibition, % at 10 µM. actives 1.4% (n = 330,000). AID 463195;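 active = inhibition of 40% or more at the single tested concentration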;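 note: wild-type TIM10 isogenic control strain grown at permissive 25 °C; 0% = DMSO yeast wells and 100% = minimal medium wells without yeast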
NLRP3 yeast inh = inhibitors of NALP3 inflammasome in yeast; actives 0.39% (n = 330,000); Yeast reconstituted NLRP3/ASC/caspase-1, beta-gal luminescence, 24 h; AID 2825; inhibition, % at 10 µM;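 active = inhibition of 50% or more; inactive = inhibition below 50%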;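 note: plate controls were induced DMSO wells for no effect and uninduced yeast grown without galactose for full effect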
GRIN3A LBD mod = modulators (binders) of human NR3A ligand-binding domain; NR3A LBD differential scanning fluorimetry, Tm shift; 0% = protein alone, 100% = glycine-bound protein; Tm shift relative to glycine control, % at 25 µM; actives 2.5% (n = 340,000); AID 1259313;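 active = melting temperature shift of at least 10% of the positive control shift, at one fixed dose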
tim23-1 inh = growth inhibitors of tim23-1 mutant yeast; AID 463212; S. cerevisiae tim23-1 growth, BacTiter-Glo luminescence, 24 h; inhibition, % at 20 µM; actives 1.3% (n = 330,000);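 active = growth inhibition of the mutant yeast at or above 50%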;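 note: temperature-sensitive mutant grown at 25 °C; plate controls were DMSO-treated mutant yeast for no effect and medium wells lacking yeast for full effect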
CHOP UPR activ = activators of apoptotic arm of unfolded protein response (CHOP); activation, % at 10 µM; actives 0.34% (n = 330,000); CHO-CHOP luciferase reporter, UPR activation, luminescence; percent of tunicamycin response over DMSO baseline;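 active = at 10 µM dose, activation of 40% or more, normalized to positive control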;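 note: 100% = tunicamycin at 10 µg/mL and 0% = DMSO alone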
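assay system = CHO CHOP reporter cells | amount = 500 CHO-CHOP cells per well | buffer or medium = F12 with 10% FBS | incubation = 16-18 h cell attachment, then 6 h compound exposure, 37 °C | detection = luminescence read with Steady-Glo | read-out = percent activation relative to tunicamycin control | controls = tunicamycin high control, DMSO low control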
tim10-1 inh = tim10-1 yeast growth inhibition; S. cerevisiae tim10-1 ts strain growth, BacTiter-Glo, 24 h; inhibition, % at 20 µM; actives 2.2% (n = 330,000); AID 463190;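 active = inhibition of at least 40%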;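 note: mutant grown at 25 °C; 0% = DMSO wells with yeast and 100% = wells holding no yeast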
APJ ag = activates the human apelin receptor APJ; actives 0.11% (n = 330,000); CHO-K1 APJ PathHunter beta-arrestin, luminescence; 0% DMSO wells, 100% apelin; activation, % at 20 µM;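 active = activation more than six SD over the plate average, tested at 20 µM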;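 note: 0% = DMSO alone and 100% = apelin-13 at 10 nM; some results filed as inactive read as strong as hits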
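Assay system: CHO-K1 cells stably expressing ProLink-tagged human APJ and arrestin–beta-gal acceptor. Compound dosing: 20 µM single point, 1% DMSO. Times: 16-18 h seeding, 90 min dark compound exposure, 60 min detection. Detection: beta-gal luminescence. Evaluation: APJ–arrestin association signal. Controls: negative DMSO alone, positive Apelin-13 at 10 nM.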
An asterisk follows results filed as active; / = not tested or not shown.

SMILES	Mdm2-MdmX inh	UPR XBP1 act	TIM10 inh	NLRP3 yeast inh	GRIN3A LBD mod	tim23-1 inh	CHOP UPR activ	tim10-1 inh	APJ ag
Cc1ccc(S(=O)(=O)NC23CC4CC(CC(C4)C2)C3)cc1	13.9	0.6	22.2	21.1	-1.6	50.5*	0.9	14.8	-1.3
Brc1c(-c2ccccc2)nc2n1Cc1ccccc1-2	-140.2	5.0	-27.4	26.7	-3.6	31.7	5.7	4.8	-2.4
CC(=O)NC1=NC(=O)/C(=C/c2cc(C)n(-c3ccc(NC(C)=O)cc3)c2C)S1	-8.3	2.1	12.1	-1.4	-0.2	10.2	1.0	12.2	-2.9
O=C(CSc1cccc[n+]1[O-])Nc1ccc(N2CCOCC2)cc1	-8.5	-1.3	-2.7	1.5	/	7.9	-1.3	14.8	0.0
S=C(Nc1cccc(Cl)c1)N1CCOCC1	-5.8	0.5	3.8	15.1	0.4	-8.4	-1.7	8.3	-3.2
Cc1cc2nc(CN(C)Cc3c(C(=O)N(C)C)nc4ccc(Cl)cn34)[nH]c2cc1C	9.2	-2.5	-2.7	-9.2	-0.4	12.4	-0.9	15.8	-2.1
O=C(NCc1cccnc1)/C(=C/c1ccc(-c2cccc(Cl)c2)o1)S(=O)(=O)c1ccccc1	98.8*	-8.2	32.4	0.4	3.1	47.7	83.1*	44.5*	2.6
COc1ccc(C(=O)/C=C/c2ccccc2)c(O)c1	21.3	10.3	39.8	19.7	-10.7	34.0	4.1	48.8*	-3.5
N#Cc1c(C(F)(F)F)cc(-c2cccs2)nc1SCc1cccnc1	35.3	6.4	-16.5	22.5	/	-8.0	-1.1	19.0	-3.2
O=C(O)c1ccc(C2SCC(=O)N2Cc2ccccc2)cc1 (centres undefined)	7.1	-8.4	-1.7	-1.7	0.5	6.9	-0.2	-4.9	-2.8
CCOC(=O)N1CCN(C(=O)/C(=C/c2cccc3ccccc23)NC(=O)c2ccc(OC)cc2)CC1	23.2	-0.3	15.4	14.8	-2.5	16.6	0.3	17.0	-0.6
O=C(CSc1nc2ccc(Cl)cc2[nH]1)Nc1ccc2[nH]c(=O)[nH]c2c1	12.1	-3.0	1.6	17.2	-1.7	4.5	0.8	6.7	3.5
Cc1cc(OCC(=O)Nc2ccccc2C(N)=O)c2c(C)cc(=O)oc2c1	20.8	-0.8	-8.7	3.3	0.2	11.9	1.7	0.3	-2.8
COc1ccc(CNC(=O)C(OC(C)=O)c2ccccn2)cc1 (centres undefined)	-16.9	-2.6	1.7	13.8	-1.5	3.4	-1.5	8.9	-1.7
CC(C)n1nc(C(=O)Nc2cccc(S(=O)(=O)NCc3ccco3)c2)c2ccccc2c1=O	31.4	1.6	13.2	-0.5	-2.0	34.4	-0.1	22.4	-4.8
CCCCCc1nnc(NC(=O)OCCC)s1	3.6	2.4	17.9	53.9*	0.8	31.5	9.1	24.2	-3.9
O=C(Nc1cccc(-c2nnco2)c1)c1cccs1	8.8	-2.4	14.2	16.2	2.0	27.8	2.0	-17.1	3.9
Cc1nc2ccccc2c(=O)n1/N=C/c1ccccn1	27.3	0.6	-1.3	8.5	1.3	9.6	-0.1	10.8	-4.4
Cc1ccc(C)c(S(=O)(=O)NCc2ccc(C(=O)N3CCCCCC3)cc2)c1	-3.7	-2.2	3.2	19.3	-3.0	19.1	1.8	8.7	6.7
O=C1CC(Sc2ncccn2)C(=O)N1c1ccccc1 (centres undefined)	-1.3	-0.4	9.8	3.2	1.0	22.2	-1.9	20.5	-3.2
Cc1cccc(CCNC(=O)CC2C(=O)NCCN2Cc2ccccc2C)n1 (centres undefined)	-17.5	-1.0	14.4	6.2	0.7	9.0	-1.5	5.3	3.6
CCOc1ccc2[nH]c(=O)c(CN(Cc3cccnc3)C(=O)Nc3ccccc3OC)cc2c1	23.1	-2.2	5.6	11.2	0.8	6.0	-1.4	6.9	-2.9
CC(C)(C)c1ccc(OCCCN2CCCC2)cc1	21.5	1.1	-9.6	31.1	2.0	-9.8	0.0	4.6	-1.5
O=C(CNC(=O)c1cccc(F)c1)N/N=C/c1ccc([N+](=O)[O-])s1	0.1	-3.3	9.1	-6.5	-3.4	38.7	1.0	27.3	0.3
CC12CCC(=O)N1C(C(=O)OCC(=O)Nc1ccc(Cl)c(Cl)c1)CS2 (centres undefined)	16.3	3.1	0.1	14.1	-1.9	19.4	-0.9	11.0	-1.7
N#C/C(=C\c1ccc(-c2ccc(F)cc2)o1)C(=O)Nc1nc(-c2cccs2)cs1	71.0*	-0.5	-2.0	21.2	19.0*	-9.9	0.7	6.1	-7.0
CCCC1(C(=O)OCC)NC(c2ccc(O)cc2)C2C(=O)N(c3ccc4c(c3)OCCO4)C(=O)C21 (centres undefined)	5.5	-2.2	0.7	7.5	-1.0	-4.6	-0.5	0.8	2.6
CCc1nc2cc([N+](=O)[O-])c([N+](=O)[O-])cc2[nH]1	-19.9	-0.8	8.1	13.6	2.7	-2.9	2.0	-1.0	-0.9
CCOc1ccc(N2C(=O)CCC2=O)cc1	5.8	0.9	0.9	-2.8	-1.2	4.4	-0.1	4.8	2.1
CCC(CO)Oc1cc(NC(=O)c2cccc(C)c2)c2ncn(C(C)C)c2c1 (centres undefined)	2.3	2.0	-2.0	9.1	0.7	11.6	-2.7	11.3	1.8
COc1ccccc1-n1c(SCC(=O)N2CCOCC2)nc2ccccc2c1=O	18.2	1.0	-7.0	13.4	1.2	23.7	1.0	15.7	-3.5
Cc1ccc(NCc2nnc(SCCN3CCCCC3)n2CC2CCCO2)c(C)c1 (centres undefined)	-0.1	-0.4	15.0	4.2	2.4	19.1	-1.8	-9.9	5.7
CCOC(=O)C(C)n1cnc2c(nnn2-c2ccccc2)c1=O (centres undefined)	3.7	-1.0	-6.1	12.4	-1.1	-11.7	2.3	-5.3	4.4
CN(CC(=O)Nc1cccc(F)c1)C(=O)c1ccncc1	3.7	-5.1	-3.2	10.7	1.5	-1.4	0.1	6.9	-4.5
Cc1ccc(-n2c(SCC(=O)N3CCOCC3)nnc2-c2cccnc2)cc1	-2.7	3.3	-4.3	2.4	-1.3	8.1	2.1	6.8	4.9
Cn1c(=O)c(C(=O)COC(=O)c2cc(-c3ccccc3)nc3ccccc23)c(N)n(Cc2ccccc2)c1=O	27.6	-4.7	6.2	21.2	/	24.2	0.4	3.2	-1.3
CC(=O)NC(CC(=O)OCC(=O)N1c2ccccc2NC(=O)C1(C)C)c1ccccc1 (centres undefined)	13.1	-1.2	-3.0	10.4	-2.2	-0.4	1.3	-0.6	-0.3
CN(C)c1cc(-c2ccc(Br)cc2)oc(=O)c1Cl	1.5	4.9	-3.5	29.9	4.8	32.4	1.0	-11.9	-5.6
CCOC(=O)c1sc2nc(C)cc(-c3ccccc3)c2c1N	30.9	1.0	8.5	-16.7	-6.5	30.2	-0.5	20.1	-1.6
CCOC(=O)C1=C(C)Nc2ncnn2C1c1cccnc1 (centres undefined)	26.2	-2.5	10.1	-13.5	-2.6	-9.2	-0.3	6.4	-3.8
C=CCn1c(=O)c(C(=O)NCc2ccc3c(c2)OCO3)c(O)c2cc(OC)c(OC)cc21	17.1	0.4	-13.4	4.8	-2.4	0.5	9.5	-5.7	1.0
COc1ccccc1/C=N/NC(=O)c1nnn(-c2nonc2N)c1-c1ccccc1	-18.0	-5.1	-8.7	4.2	2.2	-2.2	0.0	-3.0	-0.5
COc1ccccc1C(=O)NC(CCSC)C(=O)NCC(c1cccs1)N1CCOCC1 (centres undefined)	-4.5	0.5	7.7	13.6	-1.1	14.4	-2.1	10.2	12.8
CN(c1cccc(Cl)c1)S(=O)(=O)c1cccc(C(=O)Nc2nc3ccccc3[nH]2)c1	81.2*	-0.6	26.5	3.4	-1.3	48.4	11.4	38.9	1.0
Cc1ccccc1C(=O)NNC(=O)c1ccncc1	12.2	-0.7	10.4	19.4	1.4	7.5	0.9	-2.1	-3.5
COc1cc(Cl)c(C)cc1NC(=O)CN1C(=O)C2CC=CCC2C1=O (centres undefined)	-3.8	-1.8	4.2	8.6	0.5	7.2	3.0	0.6	-1.9
COC(=O)CCC(=O)Nc1cc(OC)c(OC)cc1Cc1nccc2cc(OC)c(OC)cc12	-16.5	0.1	7.4	12.2	0.6	7.0	-1.3	19.7	2.0
CCOC(=O)C1CCN(C(=O)CS(=O)(=O)Cc2nc(-c3ccccc3Cl)oc2C)CC1	27.4	-3.2	3.7	2.2	-2.9	3.4	-2.0	15.7	4.0

Arranged by number of heavy atoms (smallest number first): 3 of the compounds above.
SMILES	Mdm2-MdmX inh	UPR XBP1 act	TIM10 inh	NLRP3 yeast inh	GRIN3A LBD mod	tim23-1 inh	CHOP UPR activ	tim10-1 inh	APJ ag
COc1ccccc1/C=N/NC(=O)c1nnn(-c2nonc2N)c1-c1ccccc1	-18.0	-5.1	-8.7	4.2	2.2	-2.2	0.0	-3.0	-0.5
CC(=O)NC(CC(=O)OCC(=O)N1c2ccccc2NC(=O)C1(C)C)c1ccccc1 (centres undefined)	13.1	-1.2	-3.0	10.4	-2.2	-0.4	1.3	-0.6	-0.3
COC(=O)CCC(=O)Nc1cc(OC)c(OC)cc1Cc1nccc2cc(OC)c(OC)cc12	-16.5	0.1	7.4	12.2	0.6	7.0	-1.3	19.7	2.0

(continued)
SMILES	Mdm2-MdmX inh	UPR XBP1 act	TIM10 inh	NLRP3 yeast inh	GRIN3A LBD mod	tim23-1 inh	CHOP UPR activ	tim10-1 inh	APJ ag
CC1CCc2sc(C(=O)NCC3CCCO3)cc2C1 (centres undefined)	-94.9	-2.7	-4.3	30.3	/	5.0	1.7	1.7	-3.0
CCOc1ccc(-n2cnnn2)cc1S(=O)(=O)N1CCCCC1	13.2	-2.0	14.3	-0.2	-0.4	15.5	1.4	8.8	1.5
Cc1ccccc1NC(=O)CCS(=O)(=O)c1ccc(Br)s1	-6.5	-0.6	3.2	2.8	-0.7	11.7	-1.3	-3.1	-1.7
CCOC(=O)C1(Cc2cccc(F)c2)CCN(C(=O)c2cnc(C)cn2)CC1	-34.6	-3.3	7.0	7.9	-1.4	4.5	1.1	3.6	-1.5
Cc1[nH]c2ccccc2c1CN1CCC(Cc2ccccc2)CC1	45.9	33.2*	-9.7	16.5	-0.6	22.2	45.9*	21.5	-2.5
CNC(=S)N(Cc1ccc2c(c1)OCO2)C1CC(=O)N(c2ccc(F)cc2)C1=O (centres undefined)	16.7	-2.4	0.1	3.4	22.3*	23.5	1.5	8.1	-0.1
COc1ccc(-c2noc(CN(Cc3nccn3C)C(C)C)n2)cc1	7.9	1.6	-10.1	-5.6	-0.9	7.5	-0.6	15.5	0.6
COC(=O)c1ccc(C(=O)OC)c(NC(=O)N2c3ccccc3Sc3ccccc32)c1	36.5	-1.7	-0.7	-5.6	1.3	-8.9	-2.1	-1.5	-4.3
O=C(NCc1ccccc1Cl)C(=O)c1cn(CC(=O)N2CCOCC2)c2ccccc12	-7.8	-2.9	12.4	12.6	1.8	11.4	1.5	22.4	-1.7
CCOC(=O)c1ccc(S(=O)(=O)N2CCC(C(=O)O)CC2)cc1	21.5	0.5	1.6	2.7	-0.3	5.7	-0.9	8.4	-0.2
CCOCc1nnc(NC(=O)c2cc(OC)c(OC)c(OC)c2)s1	16.0	0.1	2.1	3.2	-0.6	13.6	0.6	6.1	-3.2
